# SUMO1-SIM PPI = modulators of SUMO1 protein-protein interactions, primary screen, biochemical, uHTS; SUMO1 binding to a labelled peptide, TR-FRET, 1 h; AID 602429, 2012; inhibition, % at 20 µM; Small ubiquitin-related modifier 1 (Homo sapiens), P63165; 360,000 tested, 0.33% active; in the data active = inhibition above about 37%
# Target sequence (P63165 whole entry, looked up): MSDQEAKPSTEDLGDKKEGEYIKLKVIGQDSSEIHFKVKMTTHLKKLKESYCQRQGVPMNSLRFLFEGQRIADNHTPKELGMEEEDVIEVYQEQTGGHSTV
# LMPTP block = LMPTP phosphatase inhibitors, primary screen, biochemical, fluorescence intensity, uHTS | Low molecular weight phosphotyrosine protein phosphatase (Homo sapiens), P24666 | recombinant LMPTP-A, OMFP fluorogenic substrate | inhibition, % at 20 µM | 360,000 tested, 0.22% active | AID 651560, 2012;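 active = compounds that cut the enzyme signal by at least half of the control window in the single-dose screen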;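 also: plate controls were DMSO wells with enzyme plus substrate for no effect and substrate without enzyme for full effect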
#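 Test system: LMPTP-A, protein tyrosine phosphatase of low molecular weight; Input: 0.625 nM enzyme; Incubation: 50 min dark incubation at room temperature; Signal: endpoint fluorescence intensity from OMFP dephosphorylation; Read-out basis: % inhibition versus control wells.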
# MsrA inhibitor = bovine MsrA enzyme inhibitors, primary screen, biochemical, absorbance, HTS; inhibition, % at 15.5 µM; 360,000 tested, 0.75% active; Methionine sulfoxide reductase A (Bos taurus); purified bovine MsrA, absorbance read-out; in the data active = inhibition above about 4.5%;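 also: 0% = vehicle wells with enzyme and 100% = reference inhibitor wells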
# DNMT1 block = human DNMT1 methyltransferase inhibitors, primary screen, biochemical, molecular beacon, fluorescence, HinP1I cleavage, uHTS; DNA (cytosine-5)-methyltransferase 1 (Homo sapiens), P26358; inhibition (reported as % activation of signal), % at 10 µM; 360,000 tested, 0.83% active; in the data active = inhibition above about 50%
# CSN inh = inhibitors of CSN-mediated cullin deneddylation, primary screen, biochemical, fluorescence polarization, uHTS | Purified CSN, SCF-Nedd8-OG deneddylation | inhibition, % at 12.5 µM | 360,000 tested, 0.38% active | COP9 signalosome complex subunit 5 (Homo sapiens), Q92905;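 active = pattern-corrected inhibition above about 35%, with an unprinted fluorescence ratio check between 0.5 and 1.5, limit read from the data, passing the limit was not always enough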;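 also: 0% = enzyme with substrate and 100% = substrate without enzyme; some results filed as inactive read as strong as hits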
#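 Test system: purified human Csn5 enzyme expressed in HEK293T cells. Amount: 0.24 nM enzyme. Reagent: SCFSkp2-Nedd8OG substrate at 10 nM final. Schedule: 90 min incubation of compound, enzyme and substrate at room temperature. Detection: fluorescence polarization. Read-out: % inhibition of substrate cleavage by Csn5.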
# Rpn11 inh = Rpn11 (PSMD14) deubiquitinase inhibitors, primary screen, biochemical, fluorescence polarization, uHTS; 26S proteasome non-ATPase regulatory subunit 14 (Homo sapiens), O00487; human 26S proteasome, Ub4-pepOG fluorescence polarization; 20S core pre-blocked with epoxomicin; calls only at 20 µM; 360,000 tested, 0.59% active;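 active = inhibition at 20 µM, scaled to each plate's controls, above about 33%, limit read from the data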
# Target sequence (O00487 whole entry, looked up): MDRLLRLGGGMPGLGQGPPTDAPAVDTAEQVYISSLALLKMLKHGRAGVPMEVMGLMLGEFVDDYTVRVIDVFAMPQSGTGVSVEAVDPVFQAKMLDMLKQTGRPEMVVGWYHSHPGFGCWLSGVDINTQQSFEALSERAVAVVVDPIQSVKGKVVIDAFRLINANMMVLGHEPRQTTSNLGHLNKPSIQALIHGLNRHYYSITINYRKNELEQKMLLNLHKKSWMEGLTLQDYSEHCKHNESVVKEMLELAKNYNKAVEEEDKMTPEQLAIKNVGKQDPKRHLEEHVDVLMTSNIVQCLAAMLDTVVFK
# STEP inh = STEP phosphatase inhibitors, primary screen, biochemical, fluorescence intensity, uHTS; Tyrosine-protein phosphatase non-receptor type 5 (Homo sapiens), P54829; 360,000 tested, 0.25% active; recombinant STEP, OMFP fluorogenic substrate; AID 588621, 2011; inhibition, % at 20 µM;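 active = inhibition at 20 µM, scaled per plate between control wells, above about 37%, limit read from the data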;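 also: 0% = DMSO with enzyme and substrate and 100% = substrate only without enzyme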
# Target sequence (P54829 whole entry, looked up): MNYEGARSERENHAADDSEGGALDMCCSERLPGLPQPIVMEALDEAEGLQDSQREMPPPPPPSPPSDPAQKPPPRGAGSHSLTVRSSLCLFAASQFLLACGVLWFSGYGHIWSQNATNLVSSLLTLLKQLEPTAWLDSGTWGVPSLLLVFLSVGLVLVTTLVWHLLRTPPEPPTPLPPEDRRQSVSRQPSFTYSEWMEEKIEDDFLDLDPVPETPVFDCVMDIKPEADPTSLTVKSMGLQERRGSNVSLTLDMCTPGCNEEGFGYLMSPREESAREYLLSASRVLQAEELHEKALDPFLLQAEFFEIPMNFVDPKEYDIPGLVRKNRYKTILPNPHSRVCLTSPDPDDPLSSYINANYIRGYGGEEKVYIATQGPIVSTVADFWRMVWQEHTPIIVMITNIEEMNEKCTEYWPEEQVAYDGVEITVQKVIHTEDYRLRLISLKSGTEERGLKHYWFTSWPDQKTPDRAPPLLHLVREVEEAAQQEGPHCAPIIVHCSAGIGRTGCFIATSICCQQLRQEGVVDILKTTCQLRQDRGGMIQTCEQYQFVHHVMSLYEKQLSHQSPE
#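 Measure: Control-normalized % inhibition with plate pattern correction | Test system: STEP phosphatase, cell-free reaction | Medium: pH 6.0 Bis-Tris with DTT and Tween 20 | Technique: Fluorescence, 480/540 nm | Times: Reaction 20 min, ambient temperature | Doses: Single compound dose of 20 µM, 1% DMSO final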
# Tb MetRS inh = T. brucei MetRS inhibitors, primary screen, biochemical, luminescence | inhibition, % at 11.9 µM | 360,000 tested, 0.4% active | purified T. brucei MetRS, ATP depletion, Kinase-Glo luminescence | AID 624268, 2012 | methionyl-tRNA synthetase (Trypanosoma brucei brucei);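 active = inhibition above a per-plate cutoff of the control wells' mean inhibition plus 3 SD, cut at about 5.5% in these data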;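 also: 0% = DMSO wells median and 100% = median of wells with control inhibitor compound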
#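 Measured by: Kinase-Glo luciferase luminescence reporting remaining unconsumed ATP. Material: purified T. brucei MetRS enzyme. Doses: 11.9 µM compound single dose, 0.9% DMSO. Medium: HEPES buffer containing pyrophosphatase, BSA, spermine, DTT. Times: 15 min preincubation, 2 h reaction, all 25 °C. Reagent: methionine, ATP and bulk E. coli tRNA.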
# Scp1 inh = Scp-1 phosphatase inhibitors, primary screen, biochemical, colorimetric, uHTS | Carboxy-terminal domain RNA polymerase II polypeptide A small phosphatase 1 (Homo … | Recombinant Scp1, phosphopeptide, malachite green phosphate absorbance | inhibition, % at 20 µM | 340,000 tested, 0.88% active;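 active = inhibition above about 50% at 20 µM, limit read from the data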;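 also: plate controls were DMSO wells with enzyme for no effect and wells lacking enzyme for full effect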
#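 Material – SCP-1 phosphatase catalytic domain, residues 76-261 · Buffer or medium – Acidic Tris acetate buffer with magnesium and detergent · Also added – Phospho 17-mer peptide substrate · Compound – single 20 µM dose, 1% DMSO · Times – 45 min room-temperature reaction, 5 min colour, 30 min stabiliser · Technique – Phosphate-binding colour reagent, absorbance read at 630 nm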
# NadD inh = inhibitors of S. aureus NadD, primary screen, biochemical, colorimetric, uHTS; purified NadD enzyme, colorimetric absorbance read-out; 360,000 tested, 0.78% active; inhibition, % at 20 µM; Nicotinate-nucleotide adenylyltransferase NadD (Staphylococcus aureus N315); in the data active = inhibition above about 26%; also: some compounds past the cut are filed as inactive
# The depositor's hits bear a star; i = inactive; x = not tested or not shown.
SMILES,SUMO1-SIM PPI,LMPTP block,MsrA inhibitor,DNMT1 block,CSN inh,Rpn11 inh,STEP inh,Tb MetRS inh,Scp1 inh,NadD inh
CCCCCCCNC(=O)COc1ccc2c(c1)C(=O)CC(C)(C)O2,-5,-0.7,1.0,1,2,i,0,-0.5,-4,-4
Cc1cccc(C)c1NC(=O)COC(=O)c1c2c(nc3ccccc13)/C(=C\c1ccc3c(c1)OCO3)CCC2,-18,4.9,1.3,45,-70,i,-38,-0.2,10,48*
O=C(Nc1ccc(F)c(Cl)c1)Nc1cnccn1,2,-0.2,0.7,0,12,i,-3,-0.6,10,-1
CCC(C)N(C(=O)CSc1nc(C)nc2ccccc12)C1CCS(=O)(=O)C1 (configuration not stated),6,-3.7,0.0,1,-1,i,0,-0.3,-8,2
COc1cccc(CNC(=O)C2CCC(=O)N(CCc3cccc(F)c3)C2)c1 (configuration not stated),-5,0.5,0.3,-1,0,i,0,0.2,-5,-2
COc1cccc(N2CCN(S(=O)(=O)c3cc4c(cc3C)N(C)CCO4)CC2)c1,-1,1.6,0.2,-5,-3,i,1,-0.4,2,1
Cc1cc(C)cc(NC(=O)c2ccc(NC3=NC4CS(=O)(=O)CC4S3)cc2)c1 (configuration not stated),1,-1.3,-0.2,-4,-4,i,0,-1.4,-1,-2
O=C(CSc1ccc(Br)cc1)N1CCN(S(=O)(=O)c2ccccc2)CC1,6,1.2,-0.9,-2,0,i,3,-0.4,-9,0
COc1ccc(S(=O)(=O)N2CCN(C(=O)CC3CC4CCC3C4)CC2)cc1 (configuration not stated),0,-0.7,-0.6,-1,-2,i,2,-0.2,8,-1
O=C(c1cc2ccccc2oc1=O)N1CCN(S(=O)(=O)c2ccccc2)CC1,0,-0.6,1.3,1,5,i,0,-0.1,-5,4

# Limited to DNMT1 block, for some of the entries so far:
mol	DNMT1 block
Cc1cccc(C)c1NC(=O)COC(=O)c1c2c(nc3ccccc13)/C(=C\c1ccc3c(c1)OCO3)CCC2	45
O=C(Nc1ccc(F)c(Cl)c1)Nc1cnccn1	0

# Later entries
SMILES,SUMO1-SIM PPI,LMPTP block,MsrA inhibitor,DNMT1 block,CSN inh,Rpn11 inh,STEP inh,Tb MetRS inh,Scp1 inh,NadD inh
CCCCNc1nc2ccccc2n1CC(=O)Nc1c(C)cccc1CC,3,7.2,-0.3,12,5,i,0,0.0,7,-10
COc1ccc(C(=O)N2CCOC2CNC(=O)C(=O)NCCc2ccccc2OC)cc1 (configuration not stated),-3,-1.1,0.1,-4,-2,i,0,-0.3,-5,-3
CCCn1c(N)c(N(CCOC)C(=O)CSCC(=O)Nc2cccc(C)c2)c(=O)[nH]c1=O,-1,-0.9,2.8,3,-3,i,-1,-0.3,-3,-1
COc1ccc2c(CC(=O)N[C@@H](Cc3ccccc3)C(=O)O)cc(=O)oc2c1,6,-1.2,2.1,0,5,i,0,-0.8,-16,-4
N#C/C(=C/c1ccc(Br)o1)C(N)=O,-18,0.5,4.7*,3,6,i,5,-0.1,-1,0
CN(c1ccccc1)S(=O)(=O)c1cccc(NC(=O)c2ccc3ncsc3c2)c1,8,3.3,-0.2,-6,5,i,-1,0.5,-19,-7
Cc1ccc(NCCC#N)cc1C,-3,1.1,-1.1,5,-5,i,-3,-0.7,-5,-3
Cc1cc(NC(=O)CSc2nc(N)c(NC(=O)c3ccc(F)c(F)c3)c(=O)[nH]2)no1,1,-0.5,-0.7,3,-1,i,0,-0.4,-2,-5
CC(=O)c1cccc(NC(=O)CSC(=O)c2ccccc2)c1,0,-1.1,1.2,-1,-4,i,1,0.1,-8,1
NS(=O)(=O)c1ccc(CCNC(=O)c2cc(-c3ccco3)nc3ccccc23)cc1,-16,4.3,0.9,9,2,i,-4,-0.5,14,4
CNS(=O)(=O)c1cc(-c2nnc(N3CCOCC3)c3ccccc23)ccc1C,0,-0.5,-0.2,-1,1,i,2,-0.5,-8,-2
Cc1nc(N2CCCCC2)c(C#N)c(C)c1[N+](=O)[O-],-4,1.7,1.2,7,1,i,1,-0.5,2,-3
COc1cccc(CNC(=O)CCC(=O)n2ncc3cc(C)ccc32)c1OC,2,-0.4,-0.2,6,4,i,2,0.1,-20,0
Cc1ccc(S(=O)(=O)N2C3CCCCC3O[C@H]2CC(=O)Oc2ccccc2)cc1 (some centres not stated),-2,1.6,-0.2,x,6,x,x,0.0,x,x
COc1ccccc1CN(C)CC(=O)Nc1cccc(S(=O)(=O)N2CCCCC2)c1,3,-0.4,-0.6,-2,-1,i,2,-0.3,-5,-5
CCN1CCN(CC(=O)Nc2ccc(Cl)c(Cl)c2)C(=O)C1=O,2,-2.3,-0.9,0,0,i,1,0.1,-6,3
Cc1cccc(-c2cc3nc4c(c(NCc5ccco5)n3n2)CCCC4)c1,1,11,0.2,-6,1,i,-1,-0.4,13,-2
Cc1ccc(-c2nnc(CSc3nnc(COc4ccccc4)n3-c3ccc(C)cc3)o2)cc1,4,0.5,-1.4,-4,-3,i,0,-1.4,0,2
CCCCN(C)C/C(O)=C(\C#N)c1nc(-c2ccccc2)cs1,-3,-0.1,0.9,-1,-6,i,0,-1.1,-11,1
Cc1cccn2c(CN3CCNC(=O)CC3)c(C(=O)N(C)CCc3ccccc3)nc12,2,-0.8,-0.1,-1,1,i,-3,-0.4,-6,4
Cc1ccc(NC(=O)c2cc(C)nc3ccccc23)c(Br)c1,1,-0.1,-0.5,-3,1,i,0,-1.9,-6,1
COc1cccc(CNC(=O)COC(=O)c2ccc(C(=O)c3ccccc3)cc2)c1,-11,2.1,-0.3,3,-4,i,1,0.5,4,-6
NC(=O)NC1CCCc2c1[nH]c1ccc(Cl)cc21 (configuration not stated),2,0.0,0.0,-9,-4,i,-3,-0.6,-2,-8
Cc1ccc(NC(=O)C(C)SCC(=O)Nc2ccc(F)cc2)cc1S(=O)(=O)N1CCOCC1 (configuration not stated),-6,0.3,0.6,8,2,i,0,-0.1,-1,-1
O=C(C[n+]1ccc(C(=O)NCc2ccccc2)cc1)c1ccc2c(c1)OCCO2,-42,-0.1,1.1,0,-4,i,-3,0.3,2,-3
OCC(CO)(CO)n1cnnn1,1,0.3,0.6,6,-1,i,0,-0.6,-10,7
O=C(CC1SC(N2CCOCC2)=NC1=O)Nc1ccc(Cl)cc1 (configuration not stated),14,-1.5,-0.4,0,3,i,-3,1.7,-9,-1
CCOC(=O)C1(Cc2cccc(OC)c2)CCCN(C(=O)c2cc(C)on2)C1 (configuration not stated),4,-0.9,0.6,-1,0,i,-2,0.5,2,-6
CCN(CC)S(=O)(=O)c1ccc(NC(=O)c2cc(C(=O)OC)cc([N+](=O)[O-])c2)cc1,-9,1.1,-0.3,7,-5,i,0,-0.1,-3,-8
O=[N+]([O-])c1ccc(N2CCOCC2)nc1,-30,-1.0,4.2,3,-3,i,2,-0.4,-3,-3
COCOc1ccc(C=O)c(OCOC)c1,1,0.4,0.0,-5,1,i,-5,0.5,7,6
CCCCn1nnnc1SCC(=O)NCc1ccco1,3,-1.0,-0.1,5,5,i,-4,-1.5,3,-3
CCOC(=O)C1=C(C)N=C2SCCC(=O)N2C1c1sccc1C (configuration not stated),-2,0.2,2.8,-1,5,i,0,-0.7,-3,1
CCCCCCCCN1C(=O)[C@H](CC(=O)NCCCC)C[C@@]2(C(=O)OC)CC(C)(C)CC=C12,10,5.4,-0.9,x,1,x,x,0.2,x,x
COc1ccc(S(=O)(=O)N2CCCCC2c2cc(C(=O)Nc3ccc(F)c(Cl)c3)no2)cc1 (configuration not stated),-2,2.7,-0.9,-4,2,i,4,0.0,x,-3
NC(=O)C1CCN(C(=O)COCc2cc(-c3ccc4c(c3)OCO4)on2)CC1,4,-1.0,0.4,2,1,i,-2,-0.2,-9,-2
C=CCNC(=S)N/N=C/c1ccc(-c2ccc(Cl)cc2Cl)o1,2,0.7,0.1,3,5,i,-2,0.1,-12,-1
O=C(O)c1cscc1-c1cccc2ccccc12,-6,-1.8,-0.9,4,0,i,4,-0.1,x,1
Cc1cc(C(=O)N(C)CC(=O)Nc2ccc(F)c(F)c2F)no1,5,-0.7,1.7,2,-2,i,1,-0.4,-8,-1
Cc1cc(C)cc(C(=O)N2CCCCC2)c1,-3,-3.9,-0.2,1,1,i,0,-0.4,-2,-2
CSc1nnc(COc2ccc(C)cc2)n1N,0,-0.6,-0.5,2,-1,i,1,0.5,-5,5
Cn1c(-n2c(-c3ccco3)nc3ccccc3c2=O)nc2ccccc21,6,-1.0,2.2,-2,5,i,-2,-0.5,4,4
Cc1ccc(C2(c3ccccc3)NC(=O)N(CC(=O)NC3CCS(=O)(=O)C3)C2=O)cc1C (configuration not stated),0,-1.8,-0.9,2,-3,i,-1,-0.2,-4,4
CC(C)(C)Cc1cc(N)on1,-5,-0.3,-0.5,13,-5,i,-2,-0.2,6,-3
O=C(CCc1ccccc1)NNC(=O)CCc1ccccc1,4,-0.4,-1.4,2,4,i,-2,-0.3,-8,-5
CSc1nc(-c2ccc(Cl)cc2Cl)[nH]c(=O)c1C#N,30,0.2,0.7,-2,-5,i,1,-0.4,1,7

# Assay outcomes (PubChem)
